Bim-Mcl-1: inhibitors of Bim-Mcl-1 interaction, human; inhibition, % at 10 µM; Bead-based flow cytometry, Bim peptide-Mcl-1 binding; 0.1% of 190,000 active; AID 1009; Q07820;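 note: 0% = no compound tracer wells and 100% = peptide blocker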
Target sequence (Q07820 whole entry, looked up): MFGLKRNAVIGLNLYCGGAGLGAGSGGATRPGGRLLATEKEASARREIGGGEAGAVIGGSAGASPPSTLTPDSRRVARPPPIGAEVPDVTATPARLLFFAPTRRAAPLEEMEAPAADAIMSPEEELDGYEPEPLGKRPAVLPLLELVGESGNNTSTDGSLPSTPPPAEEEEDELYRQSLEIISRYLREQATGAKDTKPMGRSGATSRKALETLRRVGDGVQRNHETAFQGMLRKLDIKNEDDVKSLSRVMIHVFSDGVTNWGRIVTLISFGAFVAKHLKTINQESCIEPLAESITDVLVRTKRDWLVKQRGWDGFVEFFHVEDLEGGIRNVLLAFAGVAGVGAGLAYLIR
Bcl-XL Bim block: disrupts Bim peptide binding to human Bcl-XL. AID 1007. Q07817. inhibition, % at 10 µM. bead flow cytometry, fluorescence. 0.04% of 190,000 active
Bim-Bcl-2: human Bim-Bcl-2 interaction inhibition; inhibition, % at 10 µM; Bead-based flow cytometry, Bim peptide-Bcl-2 binding; AID 950; P10415; 0.06% of 190,000 active; in the data active = inhibition above about 40%; inconclusive = no clear call, values can overlap the other calls;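 note: 0% = no compound wells with probe peptide and 100% = reference peptide inhibitor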
Bim-Bcl-B: inhibitors of Bim-Bcl-B interaction, human; 0.073% of 190,000 active; AID 951; bead-based flow cytometry, Bim peptide-Bcl-B binding; Q9HD36; inhibition, % at 10 µM;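 note: 0% = tracer peptide without compound and 100% = reference inhibitor peptide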
Mcl1 Bid PPI: Mcl-1/Bid interaction inhibition; Q07820; TR-FRET Mcl-1/Bid-Dy647 peptide binding, 1536-well; inhibition, % at 21.7 µM; 0.97% of 220,000 active; AID 1021;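 active = compounds that cut the binding signal by more than half at the single screening dose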;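 note: His-tagged Mcl-1 with europium anti-His antibody binding Bid BH3 peptide; 0% = Mcl-1 plus peptide wells and 100% = peptide-only wells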
RGS7-Gao: regulators of human RGS7-Galphao interaction. P09471. Multiplexed bead flow cytometry, RGS7-Galphao binding; actives lie on both sides. binding response (% of control), % at 10 µM. 0.35% of 220,000 active; in the data active = binding response below about 49% or above about 150%; inconclusive = no clear call, values can overlap the other calls; inactive = in between;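 note: fluorescent Galphao held in activated GDP-AlF4 state binding bead-coupled RGS7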
Target sequence (P09471 whole entry, looked up): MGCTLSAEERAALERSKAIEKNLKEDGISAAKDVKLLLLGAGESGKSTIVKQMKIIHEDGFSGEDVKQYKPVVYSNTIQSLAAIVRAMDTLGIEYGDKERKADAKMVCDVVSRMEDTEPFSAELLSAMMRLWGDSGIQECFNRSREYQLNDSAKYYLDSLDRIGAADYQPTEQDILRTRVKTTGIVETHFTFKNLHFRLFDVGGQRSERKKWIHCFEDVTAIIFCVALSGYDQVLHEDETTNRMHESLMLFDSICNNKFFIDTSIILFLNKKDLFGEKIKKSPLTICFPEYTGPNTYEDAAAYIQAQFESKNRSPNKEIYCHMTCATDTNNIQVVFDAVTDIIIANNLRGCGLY
RGS8-Gao: human RGS8-Galphao interaction regulation; response (percent of control binding), % at 10 µM; P09471; multiplexed bead flow cytometry, RGS8-Galphao binding; actives lie on both sides; AID 1423; 0.34% of 220,000 active; in the data active = response below about 60% or above about 140%; inactive = in between;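 note: Galphao activated as the GDP aluminium fluoride complex binding bead-coupled RGS8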
Bcl-W Bim block: disrupts Bim peptide binding to human Bcl-W; bead-based flow cytometry; inhibition, % at 10 µM; 0.02% of 190,000 active;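 note: 0% = bound tracer without compound and 100% = peptide blocker; higher means less fluorescent Bim peptide bound to Bcl-W beads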
Target sequence (Q92843 whole entry, looked up): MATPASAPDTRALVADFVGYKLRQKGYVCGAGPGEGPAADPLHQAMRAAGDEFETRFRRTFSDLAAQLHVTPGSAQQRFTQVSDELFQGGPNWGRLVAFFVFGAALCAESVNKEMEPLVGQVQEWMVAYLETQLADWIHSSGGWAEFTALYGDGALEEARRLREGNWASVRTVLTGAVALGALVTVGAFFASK
Mcl1 Noxa PPI: Mcl-1/Noxa interaction inhibition. 1.5% of 220,000 active. TR-FRET Mcl-1/Noxa peptide binding, 2 h. inhibition, % at 21.7 µM;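 active = compounds that cut the protein-peptide binding signal by more than 50% relative to plate controls in a single-dose test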;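 note: His-tagged Mcl-1 with rhodamine Noxa BH3 peptide and terbium anti-His antibody; 0% = Mcl-1 plus Noxa peptide wells and 100% = peptide-only wells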
Bim-Bfl-1: human Bim-Bfl-1 interaction inhibition; Q16548; Bead-based flow cytometry, Bim-Bfl-1 binding inhibition; inhibition, % at 10 µM; 0.12% of 190,000 active;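 note: 0% = wells without compound plus tracer and 100% = blocker peptide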
RGS4-Gao reg: human RGS4-Galphao interaction regulation | P09471 | Multiplexed bead flow cytometry, RGS4-Galphao binding; actives lie on both sides | binding response (% of control), % at 10 µM | 0.33% of 220,000 active | AID 1415; in the data active = binding response below about 49% or above about 150%; inactive = in between;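 note: fluorescent Galphao activated with aluminum fluoride binding bead-coupled RGS4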
The depositor's hits bear a star; u = inconclusive; x = no result given. Cut-off read from the data, not from the text of the source, unless noted: active = inhibition above about 40%.

SMILES	Bim-Mcl-1	Bcl-XL Bim block	Bim-Bcl-2	Bim-Bcl-B	Mcl1 Bid PPI	RGS7-Gao	RGS8-Gao	Bcl-W Bim block	Mcl1 Noxa PPI	Bim-Bfl-1	RGS4-Gao reg
CCOC(=O)C(NCc1ccccc1OC)(NC(=O)CC)C(F)(F)F (centres undefined)	0.0	2.0	0.0	2.0	-6.9	101.2	101.7	1.0	16.7	-1.0	103.4
CCc1ccc2c(c1)c(N=NC1=NC(=O)CS1)c(O)n2C	-1.0	-2.0	1.0	0.0	-14.4	105.9	104.4	1.0	19.4	0.0	107.1
CCSc1nnc(NC(=O)c2cccnc2)s1	-6.0	-12.0	-12.0	-11.0	2.3	101.0	102.8	-3.0	4.7	-21.0	101.2
CCOc1ccc(OCC)c(NC(=O)C2CCN(S(=O)(=O)c3cnc[nH]3)CC2)c1	3.0	0.0	-5.0	-4.0	-28.4	100.4	98.1	3.0	-15.2	-9.0	100.4
Cc1onc(-c2ccccc2)c1C(=O)NCc1ccc2c(c1)OCO2	-7.0	-7.0	-7.0	-2.0	6.0	100.8	101.2	-6.0	15.4	-8.0	101.2
CN(c1ccccc1)S(=O)(=O)c1cccc(C(=O)OCC(=O)NCc2ccco2)c1	3.0	0.0	-2.0	-2.0	-9.2	102.4	104.1	0.0	11.5	-1.0	102.0
COc1ccc(NC(=O)C(c2cc3c(cc2[N+](=O)[O-])OCO3)N(C)C)cc1 (centres undefined)	-1.0	-2.0	1.0	-3.0	-23.5	100.2	105.3	0.0	18.3	0.0	101.0
CN(C)S(=O)(=O)N1CCC(c2ccc(F)cc2)C(COc2ccc3c(c2)OCO3)C1 (centres undefined)	0.0	1.0	0.0	-2.0	-31.3	99.0	103.2	3.0	23.9	-1.0	104.7
CC(=O)N(NC(=O)c1ccc(C)cc1)C1CC(=O)N(c2ccccc2Cl)C1=O (centres undefined)	-1.0	-3.0	-2.0	-1.0	-12.9	101.5	103.4	-2.0	15.1	-1.0	101.3
O=C(Nc1ccc(S(=O)(=O)Nc2ncccn2)cc1)c1cccc(S(=O)(=O)N2CCCC2)c1	x	x	x	x	-26.4	u	104.3	x	6.7	x	102.1
CCC(c1nnc(SCC(=O)Nc2ccc(S(N)(=O)=O)cc2)n1Cc1ccccc1)N(C)C (centres undefined)	0.0	-3.0	0.0	-3.0	-31.4	u	104.6	-1.0	2.2	-6.0	105.5
O=C(Nc1ccccc1C(=O)O)c1ccccc1	0.0	-3.0	-6.0	-8.0	13.4	99.7	102.9	0.0	8.3	-11.0	101.3
Oc1ccc(-c2nc3ncccn3c2Nc2ccc3c(c2)OCO3)cc1	3.0	3.0	5.0	1.0	-20.1	100.9	101.1	7.0	38.8	12.0	100.3
CCc1ccc2nc3n[nH]c(N)c3cc2c1	0.0	3.0	-2.0	0.0	-22.2	105.0	104.9	0.0	-0.5	-1.0	104.8
Cc1cc(C)cc(N(C(=O)Cn2nnc3ccccc32)C(C(=O)NCc2ccco2)c2ccncc2)c1 (centres undefined)	-1.0	-5.0	-8.0	-11.0	-30.7	98.3	100.2	0.0	-2.8	-10.0	99.6
COc1ccc(S(=O)(=O)Nc2cccc(C(C)=O)c2)cc1Br	0.0	-1.0	2.0	0.0	4.3	97.6	99.2	3.0	30.1	5.0	97.1
COC(=O)CCP(=O)(O)Cc1ccccc1CP(=O)(O)CCC(=O)OC	-1.0	-8.0	-8.0	-8.0	17.0	97.1	100.6	0.0	14.8	-10.0	100.8
CCCCCn1c(N)c(-c2nc3ccccc3s2)c2c([N+](=O)[O-])nn(C)c(=O)c21	-1.0	0.0	-4.0	-1.0	-11.7	103.1	101.6	0.0	2.4	0.0	102.2
O=C(NCCO)/C(=C/c1cccc([N+](=O)[O-])c1)NC(=O)c1ccco1	0.0	0.0	-1.0	-8.0	-16.0	101.8	102.2	-2.0	5.8	-8.0	102.0
COc1ccc(-c2nc3ccc(N4CCN(C)CC4)cc3c(=O)[nH]2)cc1	1.0	-1.0	0.0	-3.0	-21.8	109.8	101.7	1.0	33.4	-3.0	100.8
CSC1=N/C(=C\c2ccccc2C)C(=O)S1	1.0	-2.0	-3.0	-1.0	-20.4	99.6	100.1	-3.0	7.7	2.0	104.4
CC(C)C(=O)Nc1ccc(S(=O)(=O)Nc2nccc(/C=C/c3ccccc3)n2)cc1	-2.0	-5.0	1.0	-4.0	-20.9	99.2	101.4	0.0	21.7	0.0	101.3
O=C(N=Nc1c(O)[nH]c2ccccc12)c1cccc(S(=O)(=O)Nc2ccccc2Cl)c1	-3.0	-1.0	-1.0	0.0	-17.0	100.2	100.7	-4.0	31.9	-4.0	103.2
N#Cc1ccccc1Cn1c(=O)n(Cc2ccc(C(=O)NCc3ccco3)cc2)c(=O)c2sccc21	-3.0	-6.0	-2.0	-8.0	-14.5	96.9	99.0	0.0	20.2	-10.0	96.2
CCn1c(CC(=O)Nc2ccc(C)cc2)nnc1SCC(=O)Nc1nc(C)cs1	0.0	0.0	2.0	1.0	-2.5	98.9	101.0	-1.0	2.9	0.0	99.5
COc1cccc(CNc2nn[nH]n2)c1OC	20.0	-7.0	-7.0	-7.0	-25.9	104.8	101.7	-1.0	10.6	-12.0	105.6
C/C(=C\C(=O)c1ccc(C)o1)Nc1ccc2c(c1)OCO2	-1.0	2.0	5.0	-23.0	-44.7	98.9	100.9	6.0	20.2	18.0	100.5
COc1ccc(CC(=O)Nc2ccc(-c3cn4ccc(C)cc4n3)cc2)cc1	-2.0	1.0	0.0	-1.0	-39.8	99.8	101.2	-2.0	-3.1	0.0	98.0
COC(=O)CCCC1=CC2=C(c3ccccc3)C(=O)C(C)(OC(=O)C3CCCC3)C(=O)C2=CN1c1ccccc1 (centres undefined)	x	x	x	x	-100.6	u	96.8	x	2.8	x	101.3
O=C(O)CC1C(=O)OCN1C(=O)OCc1ccccc1 (centres undefined)	-2.0	-4.0	-6.0	-6.0	-20.7	103.1	103.9	1.0	-2.5	-14.0	102.3
COc1ccc(OCCCC(=O)NC(C)c2ccccc2)cc1 (centres undefined)	-3.0	-9.0	-6.0	-14.0	-22.4	95.7	98.5	0.0	-3.0	-12.0	97.6
N#CC1=C(N)Nc2ncnn2C1c1ccccc1 (centres undefined)	0.0	0.0	-8.0	-3.0	-22.3	99.5	96.5	-2.0	7.7	-8.0	100.2
CCCOc1ccc([C@@H]2C3CN(C(=O)OCC)CC=C3C(C#N)=C(N)C2(C#N)C#N)cc1OC (some centres undefined)	-1.0	-4.0	0.0	2.0	-33.2	95.6	100.6	-3.0	-23.5	-6.0	97.0
CCN(CC(=O)NC)S(=O)(=O)c1ccc(C)cc1	-7.0	-10.0	-7.0	-8.0	-6.5	90.6	94.2	-3.0	7.3	-21.0	92.7
COc1ccc(/C=N/NC(=O)c2[nH]ncc2Br)c(OC)c1	0.0	-4.0	-2.0	1.0	2.3	95.4	98.2	1.0	8.5	1.0	96.3
O=P(Cc1cccc[n+]1[O-])(c1ccccc1)c1ccccc1	-1.0	-4.0	-6.0	-6.0	-15.8	104.0	103.5	-1.0	4.7	0.0	98.8

2 consecutive entries from above, quoted:
SMILES	Bim-Mcl-1	Bcl-XL Bim block	Bim-Bcl-2	Bim-Bcl-B	Mcl1 Bid PPI	RGS7-Gao	RGS8-Gao	Bcl-W Bim block	Mcl1 Noxa PPI	Bim-Bfl-1	RGS4-Gao reg
CCn1c(CC(=O)Nc2ccc(C)cc2)nnc1SCC(=O)Nc1nc(C)cs1	0.0	0.0	2.0	1.0	-2.5	98.9	101.0	-1.0	2.9	0.0	99.5
COc1cccc(CNc2nn[nH]n2)c1OC	20.0	-7.0	-7.0	-7.0	-25.9	104.8	101.7	-1.0	10.6	-12.0	105.6

The main list resumes; the two compounds before the break are reprinted first.
SMILES	Bim-Mcl-1	Bcl-XL Bim block	Bim-Bcl-2	Bim-Bcl-B	Mcl1 Bid PPI	RGS7-Gao	RGS8-Gao	Bcl-W Bim block	Mcl1 Noxa PPI	Bim-Bfl-1	RGS4-Gao reg
COc1ccc(/C=N/NC(=O)c2[nH]ncc2Br)c(OC)c1	0.0	-4.0	-2.0	1.0	2.3	95.4	98.2	1.0	8.5	1.0	96.3
O=P(Cc1cccc[n+]1[O-])(c1ccccc1)c1ccccc1	-1.0	-4.0	-6.0	-6.0	-15.8	104.0	103.5	-1.0	4.7	0.0	98.8
CC1(C)CC(=O)/C(=C(\O)c2ccccc2)C(=NCCc2ccccc2)C1	-2.0	-6.0	-4.0	-6.0	-15.8	104.2	106.9	-4.0	17.3	-5.0	99.9
C=CCn1c(SCC(=O)NCC(=O)OCC)nnc1-c1cccc(OC)c1	5.0	6.0	6.0	2.0	-8.6	96.5	93.2	12.0	4.3	8.0	97.2
Cc1ccccc1NC(=O)CC(O)(C(F)(F)F)C(F)(F)F	-1.0	-2.0	-1.0	0.0	-23.5	94.3	99.4	-1.0	-3.0	-4.0	93.8
O=c1cc(-c2ccccc2)nc2cc(-c3ccco3)[nH]n12	x	x	x	x	-63.3	u	101.7	x	35.0	x	102.4
CC1CCN(C(=O)c2[nH]cnc2C(=O)N[C@@H](CCCCNC(=O)OC(C)(C)C)C(=O)OC(C)(C)C)CC1	x	x	x	x	-33.0	u	102.4	x	-3.5	x	105.5
O=c1c2ccccc2nc2c3ccccc3c(NCc3ccccn3)nn12	14.0	20.0	4.0	17.0	0.0	94.0	100.2	14.0	23.1	0.0	99.6
CC1CC(C)CN(C(=O)C(Cc2ccccc2)n2cccc2)C1 (centres undefined)	x	x	x	x	-67.0	u	100.5	x	28.9	x	95.8
Cc1ccccc1N=C/C=C1/C=C(c2ccccc2)OC(C)(C)O1	-3.0	-4.0	0.0	-8.0	-1.7	104.1	109.2	-3.0	26.9	0.0	99.9
CC1CCCN(C(=O)C2CCC(CNc3c(N4CCCCC4)c(=O)c3=O)CC2)C1 (centres undefined)	x	x	x	x	-23.1	u	98.3	x	-5.9	x	99.5
Nc1nc(CSCCO)nc(Nc2ccccc2)n1	-4.0	-4.0	-13.0	-10.0	-39.7	107.5	102.2	0.0	-16.9	-18.0	102.3
CN(C)c1nc(N)nc(CSc2ncc(Cl)cc2Cl)n1	-2.0	-7.0	-6.0	-6.0	-0.1	101.5	96.8	0.0	1.8	-12.0	98.9
COc1ccc(NC(=O)CCCC(=O)O)cc1Cl	0.0	0.0	-1.0	-1.0	-2.7	u	99.5	0.0	3.7	-3.0	102.5
CCN(CC)C(=O)CSCC(=O)Nc1ccccc1	-1.0	-1.0	-5.0	-6.0	2.7	109.0	105.6	0.0	21.8	-5.0	109.2
COc1ccccc1-c1c(C)nn2c(-c3ccccc3)cc(C)nc12	x	x	x	x	-2.1	u	99.1	x	16.6	x	103.4
Cc1ccc(O)c(C(=O)c2cc(C#N)c(=O)n(-c3c(C)n(C)n(-c4ccccc4)c3=O)c2)c1	0.0	-1.0	0.0	-5.0	-26.2	98.0	100.3	0.0	-7.2	-1.0	96.9
Cc1ccc2cc(CN(C(=O)c3cccs3)c3ccccc3)c(=O)[nH]c2c1	x	x	x	x	-14.7	u	101.2	x	-44.8	x	101.3
Cc1sc(NC(=O)c2ccccc2)c(C(c2ccc(Cl)cc2)N2CCN(CCO)CC2)c1C (centres undefined)	-7.0	-6.0	-1.0	-7.0	-40.2	101.8	102.6	-4.0	14.1	0.0	103.5
Cc1ccc(-c2noc(C3CCN(S(C)(=O)=O)CC3)n2)o1	0.0	-3.0	-1.0	0.0	-33.3	97.8	97.1	-1.0	-14.3	-1.0	98.5

High-throughput results as filed in PubChem.
